B2AR arrestin = agonists driving beta-arrestin recruitment to human beta2-adrenergic receptor; beta-arrestin recruitment to beta2AR, cell-based reporter; P07550; Potency, µM (doses to about 46.1 µM), for the others: top-dose activation, usual class: activators; 0.02% of 330,000 active; AID 492947;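 also: potency is read from the fitted curve at half-maximal effect; 0% = DMSO controls and full agonism = EC100 isoproterenol or metaproterenol; nearly all actives have a fitted effect of over 65% in size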
Giardia killer = Giardia lamblia killing; Giardia lamblia trophozoite viability; AID 540267; activity change, % at 7.66 µM, hits read low; 0.15% of 340,000 active; in the data active = activity change below about -80%; inconclusive = between about -30% and that limit;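 also: parasites exposed to compound for two days anaerobically before the ATP read; % is scaled to controls: 0 for no effect and ±100 for the full control effect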
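Luminescent ATP signal served as the viability read-out, measured 15-30 min after adding ATP detection reagent to trophozoites that had been incubated with compounds for 48 hrs at 37 deg C anaerobically at 100 cells/well.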
GALK inh = galactokinase (human) inhibition | P51570 | Purified GALK, Kinase-Glo residual ATP luminescence | Potency, µM (doses to about 57.5 µM), for the others: at the top dose activity change, negative = inhibition, most hits filed as inhibitors | 0.007% of 270,000 active | AID 1868; also: potency is read from the fitted curve at half-maximal effect; % is scaled to controls: 0 for no effect and ±100 for the full control effect
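The enzyme phosphorylates galactose (100 uM) using ATP (35 uM); inhibition is detected as higher residual ATP, quantified by bioluminescence after 1 h reaction at room temperature, pH 8.0.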
TSG101-PTAP inh = blocks PTAP/TSG101 interaction to inhibit HIV-1 budding | Q99816 | Fluorescence polarization, FITC-PTAP peptide / Tsg101 binding | Potency, µM (highest dose often 115 µM), for inactives: top-dose activity change, negative = inhibition, most hits filed as inhibitors | 340,000 tested, under 10 active | AID 493005; active = well fitted inhibition curve with a large enough effect in the main read-out, with a control signal flat, not every such curve was filed as active; inconclusive = small, poorly fitted or top-dose-only effect, or effect the other way, or a change in a side signal; inactive = no such curve, though single readings can be large or run the other way; also: potency is read from the fitted curve at half-maximal effect; % of control where 0% means no effect
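Fluorescence polarization binding of Tsg101 binding domain (10 uM final) to FITC-labeled PTAP peptide (50 nM final) in HEPES pH 7.5 buffer with NaCl, Tween 20, EDTA, TCEP. Compounds added before peptide; binding 20 min at RT.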
Coupling enz = coupling enzyme interference in Giardia aldolase counter-screen; coupling enzyme system counterscreen, AmpLite Red fluorescence; activity change, negative = inhibition, % at 58.2 µM, hits read low; 0.67% of 290,000 active; AID 2472; in the data active = activity change below about -30%; also: % is scaled to controls: 0 for no effect and ±100 for the full control effect
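Coupling enzymes only (glyceraldehyde-3-phosphate) + compound, at 57.5 uM final, 10 min RT; add substrate/coupling/AmpLite Red mix, 20 min RT; fluorescence ex 525/em 598 nm. Actives flag coupling-system interference.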
Chronic BCR inh = chronic active BCR signaling inhibition; Potency, µM (titrated, usually from 46.1 µM), for inactives: at the highest dose ratio change, negative = lower green/red ratio, usual class: inhibitors; ABC-DLBCL IkBa-CBG/CBR reporter, luminescence ratio, 4 h; 0.05% of 340,000 active; active = well fitted inhibition curve with a large enough effect in the signal ratio, with a control signal flat, not every such curve was filed as active; inconclusive = small, poorly fitted or top-dose-only effect, or effect the other way, or a change in a side signal; the % refers to the signal ratio;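 also: potency is read from the fitted curve at half-maximal effect; plate controls were basal doxycycline-induced cells for no effect and cells given 10 µM MG132 for full effect; MG132 reads +100%, hits lower the ratio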
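Compounds up to 46 uM were incubated four hours with TMD8 cells whose green CBG68 luciferase is fused to IkappaBalpha; red CBR luminescence normalised the signal, and concentration-effect curves were fitted to fusion, red and ratio data.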
S-ASM inh = inhibitors of human secretory acid sphingomyelinase. P17405. Potency, µM (series often up to 57.5 µM), inactives show top-dose activity change, negative = inhibition, hits mostly inhibitors. placental ASM, HMU-PC fluorogenic substrate, 60 min. 0.006% of 340,000 active; also: potency is read from the fitted curve at half-maximal effect
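HMU-PC0 cleavage (9 uM final) by human placental ASM, 60 min at 37 °C following 10 min compound exposure at RT; stopped at pH 10, fluorescence Ex 386/Em 447 nm.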
Integrin act MD = activators of alpha7 integrin expression for muscular dystrophy. 0.064% of 350,000 active. alpha7betagal myoblasts, beta-gal FDG fluorescence, 48 h. Potency, µM (highest dose often 38.3 µM), for inactives: top-dose activation, actives largely listed as activators;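 also: potency is read from the fitted curve at half-maximal effect; 100% = response of the positive control SU9516; nearly all actives have a fitted effect of over 60% in size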
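Alpha7betagal+/- myoblasts (passage 13) were plated 16-24 hr, then exposed to compounds (1:260 dilution of DMSO stock) for 48 hours at 37C. After MPER lysis, β-galactosidase reporter activity was read as FDG fluorescence (ex 480/em 540) after 30 minutes.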
Menin-MLL TR inh = menin-MLL binding inhibition, Texas Red mutant peptide; O00255; Menin + Texas Red MLL mutant peptide, fluorescence polarization; Potency, µM (titrated, usually from 61.6 µM), without a hit: top-dose FP activity change, negative = inhibition, usual class: inhibitors; 0.23% of 270,000 active; AID 1768; active = well fitted inhibition curve with a large enough effect in the polarisation, with a control signal flat, not every such curve was filed as active; inconclusive = small, poorly fitted or top-dose-only effect, or effect the other way, or a change in a side signal; inactive = no such curve, though single readings can be large or run the other way; the % refers to the polarisation; also: potency is read from the fitted curve at half-maximal effect; % of control where 0% means no effect; many of its hits are not listed in these tables
Target sequence (O00255 whole entry, looked up): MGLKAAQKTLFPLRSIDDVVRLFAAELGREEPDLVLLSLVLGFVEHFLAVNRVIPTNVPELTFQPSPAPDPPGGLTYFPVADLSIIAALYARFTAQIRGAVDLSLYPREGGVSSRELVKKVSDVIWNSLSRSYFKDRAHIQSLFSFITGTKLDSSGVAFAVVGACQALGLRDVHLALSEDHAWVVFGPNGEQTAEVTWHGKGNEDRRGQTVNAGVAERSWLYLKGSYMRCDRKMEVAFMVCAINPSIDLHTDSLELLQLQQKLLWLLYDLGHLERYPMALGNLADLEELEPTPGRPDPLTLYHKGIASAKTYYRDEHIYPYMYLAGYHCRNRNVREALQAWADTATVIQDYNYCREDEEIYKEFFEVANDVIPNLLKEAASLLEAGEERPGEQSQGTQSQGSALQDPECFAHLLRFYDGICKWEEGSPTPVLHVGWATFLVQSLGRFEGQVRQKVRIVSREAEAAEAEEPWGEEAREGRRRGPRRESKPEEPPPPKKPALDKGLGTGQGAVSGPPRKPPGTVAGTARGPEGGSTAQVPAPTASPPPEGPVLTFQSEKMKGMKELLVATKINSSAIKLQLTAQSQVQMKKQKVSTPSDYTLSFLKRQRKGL
PKM2 act = increases activity of human pyruvate kinase M2; purified PKM2, Kinase-Glo ATP luminescence, activation; response scale: 0% is enzyme alone, no compound; Potency, µM (highest dose often 57.5 µM), for inactives: at the highest dose activation, actives largely listed as activators; 0.34% of 260,000 active; AID 1631; also: potency is read from the fitted curve at half-maximal effect; % is scaled to controls: 0 for no effect and ±100 for the full control effect; nearly all actives have a fitted effect of over 55% in size
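hPK-M2, >95% pure; 0.1 mM ADP / 0.5 mM PEP final; imidazole pH7.2 buffer w/ 7 mM MgCl2, 50 mM KCl; 1 h RT; Kinase-Glo lum. Intermediate enzyme activity for dual inhibitor/activator qHTS.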
Tb PFK block = T. brucei PFK enzyme inhibition; T. brucei PFK, ADP-Glo luminescence; Potency, µM (highest dose often 57.5 µM), inactives show at the top dose activity, negative = inhibition, actives largely listed as inhibitors; 0.17% of 330,000 active;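 also: potency is read from the fitted curve at half-maximal effect; 0% = uninhibited 1x PFK enzyme wells and -100% = no-enzyme wells; nearly all actives have a fitted effect of over 60% in size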
Target sequence (O15648 whole entry, looked up): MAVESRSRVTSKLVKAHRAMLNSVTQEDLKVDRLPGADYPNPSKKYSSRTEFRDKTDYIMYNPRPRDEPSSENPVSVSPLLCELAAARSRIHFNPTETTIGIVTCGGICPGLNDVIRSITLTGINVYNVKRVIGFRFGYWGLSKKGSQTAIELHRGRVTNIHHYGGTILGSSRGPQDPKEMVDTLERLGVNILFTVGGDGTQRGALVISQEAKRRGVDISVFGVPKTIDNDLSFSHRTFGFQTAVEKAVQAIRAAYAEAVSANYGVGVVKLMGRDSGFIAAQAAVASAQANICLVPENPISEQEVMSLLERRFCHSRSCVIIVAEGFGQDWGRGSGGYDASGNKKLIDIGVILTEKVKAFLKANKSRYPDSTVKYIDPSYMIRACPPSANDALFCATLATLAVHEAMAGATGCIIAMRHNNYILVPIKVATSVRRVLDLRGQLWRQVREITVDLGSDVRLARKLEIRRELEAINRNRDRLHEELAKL
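Activity is normalized to no-enzyme wells (full inhibition) and 1.25 nM enzyme wells (no inhibition). Reaction: 0.5 mM F6P, 0.1 mM ATP, 45 min RT, ADP-Glo luminescence; concentration-response curves fitted and classed by quality.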
* hit, by the source's call; ? = inconclusive; nt = not tested or not shown; [ ] = remark or other dose. Unless noted, calls follow the shape of the dose curve; as a rule, active = well fitted curve in the direction sought with a large enough effect; inconclusive = small, poorly fitted or top-dose-only effect, or another doubt; inactive = no such curve, though single readings can be large; an effect the other way counts as inactive or inconclusive. Not all compounds are listed, so the mix of outcomes need not match the whole.

SMILES | B2AR arrestin | Giardia killer | GALK inh | TSG101-PTAP inh | Coupling enz | Chronic BCR inh | S-ASM inh | Integrin act MD | Menin-MLL TR inh | PKM2 act | Tb PFK block
O=C(N/N=C/c1ccc([N+](=O)[O-])cc1)c1cccc(N2CCCC2=O)c1 | -0.5% | -19.9 | -0.7% | 0.8% | 4.0 | -13.1% | -4.8% | 0.6% | -1.5% | -3.6% | 4.2%
COc1cc(C)c(NC(=O)c2cccc(S(=O)(=O)N3CCCC3)c2)cc1OC | -0.5% | 12.4 | nt | -8.7% | nt | -2.5% | -3.2% | -9.2% | nt | nt | 7.0%
COc1ccc(Br)cc1CN1CCCC(C(=O)N2CCCCC2)C1 (stereo not drawn) | -0.4% | 10.8 | 1.4% | 0.6% | 0.8 | -4.5% | 4.7% | -13.4% | -10.4% | 6.9% | -10.6%
O=C(C1=C[C@@H](C2CCCCC2)C[C@@H](OCc2ccc(CO)cc2)O1)N1CCOCC1 | -0.3% | 2.6 | -0.2% | 0.0% | -0.2 | ? | 6.2% | 34.4% | -11.1% | -2.9% | 2.2%
Cc1cccc(-n2nc3c(c2NC(=O)c2ccco2)CSC3)c1C | 0.4% | -2.3 | 0.0% | -2.1% | 0.0 | 4.4% | -3.8% | ? | ? | 26.1% | -10.3%
CCOC(=O)N1CCN(S(=O)(=O)CCNC(=O)c2ccc(F)cc2)CC1 | -0.1% | 4.4 | nt | -3.4% | nt | 2.2% | 7.7% | -1.8% | nt | nt | -19.5%
CCOc1cc(NC(=S)NCC2CCCO2)c(OCC)cc1NC(=O)c1ccccc1 (stereo not drawn) | 0.0% | -6.0 | -3.6% | -5.0% | -3.1 | 19.4% | -2.2% | -7.4% | 21.5% | 1.6% | -9.9%
CC1Cc2ccccc2N1C(=S)Nc1cccc(S(=O)(=O)N(C)C)c1 (stereo not drawn) | -0.9% | -5.7 | 13.6% | -4.2% | -9.0 | ? | -0.4% | 0.9% | ? | 1.9% | -0.4%
CCn1cc(C(=O)Nc2ccc3c(c2)OCCO3)c2cc(OC)c(OC)cc2c1=O | -1.0% | 29.5 | 3.8% | -2.5% | -9.5 | ? | -0.4% | -11.1% | 2.5%[11.7 µM] | 10.3% | -3.6%
Nc1c(C(=O)c2ccccc2)sc2nsc(SCCN3CCOCC3)c12 | -0.2% | 9.6 | 0.0% | 3.2% | -1.8 | -0.5% | -24.4% | -33.4% | nt | 1.2% | -1.1%
COc1cccc(C2Nc3ccccc3NC3=C2C(=O)CC(C)(C)C3)c1OC (stereo not drawn) | 0.3% | 14.9 | 0.0% | -8.0% | 1.9 | -2.4% | 4.4% | -35.7% | -0.8% | 0.0% | 1.7%
O=C1CSc2ccc(S(=O)(=O)NCc3ccccc3)cc2N1 | 0.1% | 14.2 | 4.2% | -7.4% | 0.9 | 1.1% | -3.2% | 5.1% | 2.3% | -1.4%[0.46 µM] | -2.8%
COc1ccc(C(=O)Nc2c(C)csc2C(=O)O)cc1 | -0.9% | 8.2 | 1.1% | -0.3% | 0.4 | 7.3% | -3.1% | 31.5% | 4.9% | -1.9% | 2.1%
CC1CCCN(C(=O)CSc2cnc3ccccc3n2)C1 (stereo not drawn) | -0.1% | 2.9 | 0.4% | -5.8% | 5.9 | ? | -1.6% | -22.2% | -16.9% | -5.6% | 3.0%
CSc1ccccc1NC(=O)C1=CC(c2cccs2)=NS(=O)(=O)N1C | 0.1% | 0.0 | nt | -1.6% | 0.3 | ? | -6.0% | -22.1% | ? | 6.9% | -6.1%
Cc1ccc(C)c(NC(=O)C2CC3CCC2C3)c1 (stereo not drawn) | -0.6% | 4.9 | 1.8% | -2.7% | 2.9 | 2.0% | -1.0% | 0.9% | -5.6% | -1.7% | 1.4%
Cc1nc2cc(F)ccc2n1C1CCN(S(=O)(=O)c2ccccc2)CC1 | -0.3% | 3.7 | 2.1% | -4.2% | 0.3 | 5.4% | -1.1% | 2.0% | -0.7% | 15.2% | -5.0%
COc1ccc(CN(C)C(=O)c2ccc(NS(=O)(=O)c3ccc(C)c([N+](=O)[O-])c3)cc2)c(OC)c1OC | -0.2% | -2.8 | nt | -4.1% | nt | -3.1% | -3.0% | -19.1% | nt | nt | -2.1%
Cc1ccc(CN(CC(=O)N/N=C/c2ccco2)S(=O)(=O)c2ccc(C)cc2)cc1 | 0.0% | -3.9 | -2.6% | -2.0% | -4.8 | 0.5% | -8.5% | 17.5% | 6.3% | 0.7% | 2.4%
COCCn1c(SCc2cccnc2)nnc1-c1c[nH]c2ccccc12 | -0.6% | 17.5 | 2.0% | -3.8% | 1.9 | 5.2% | -0.3% | -15.2% | 1.2% | -2.7% | 2.6%
Cc1ccc(Cn2c(NC(=O)c3ccco3)nc3ccccc32)cc1 | -0.1% | -12.2 | 0.6% | -0.9% | -3.7 | ? | -1.6% | -5.5% | 58.8%[activator] | -13.1% | 2.5%
COc1ccc(C(=O)c2coc3ccc(O)c(CN(C)C)c23)cc1 | -1.1% | 17.2 | 2.0% | -0.4% | 0.0 | -16.3% | -6.4% | 0.3% | -7.3%[11.7 µM] | 0.8% | -1.2%
COc1ccc(S(=O)(=O)N(C)C)cc1NC(=O)COC(=O)C1CC1 | 7.0% | -5.8 | nt | -3.4% | nt | ? | 5.9% | 10.0% | nt | nt | 0.0%
Cc1nn(-c2ccccc2)c(C)c1NC(=O)COC(=O)CCOc1ccccc1 | 0.0% | -4.0 | nt | -0.8% | nt | 2.5% | 0.9% | 6.9% | nt | nt | 1.9%
Cc1ccn2c(Nc3ccccc3)c(-c3ccccn3)nc2c1 | 0.4% | -13.0 | 0.0% | -1.5% | -1.0 | ? | 11.3% | -46.7%[inhibitor] | -27.0% | -2.4% | -9.1%
CCC1(c2ccccc2)NC(=O)N(CC(=O)NC2CCCCCC2)C1=O (stereo not drawn) | -0.2% | 12.4 | nt | -2.8% | nt | 2.8% | 2.9% | -1.6% | nt | nt | -6.2%
FC(F)(F)c1cc(-c2ccco2)nc2ncnn12 | -0.2% | 22.3 | 1.8% | 0.0% | -0.3 | 0.6% | 243.6%[activator] | 6.7% | 2.1% | 1.6% | -4.5%
CCCCNS(=O)(=O)c1ccc(NS(=O)(=O)c2c(C)cc(C)cc2C)cc1 | 0.5% | 0.3 | 1.2% | -7.5% | 0.3 | ? | -15.9% | 37.2% | 6.6% | 14.3% | -1.3%
COc1cc(/C=C2/SC(=S)N(CC(=O)Nc3nc4ccccc4s3)C2=O)cc(OC)c1OC | -0.9% | -3.3 | 0.7% | ? | 5.9 | 1.7% | -14.1% | 4.0% | ? | 11.3% | 0.9%
O=C(NCC1CCCO1)C1CC(=O)N(C2CCCC2)C1 (stereo not drawn) | 0.1% | -1.1 | 4.1% | -4.7% | 3.9 | 7.9% | 0.8% | -3.6% | -0.5% | -1.2% | 1.2%
COc1cccc(C(=O)C2CCCN(C(=O)c3cccc(C#CC(C)(C)O)c3)C2)c1 (stereo not drawn) | -0.9% | 1.8 | 5.0% | -8.2% | 2.6 | -1.6% | 3.3% | 31.0% | -29.5% | -2.0% | -1.7%
Cc1ccc(CCNC(=O)C2CCCN2S(=O)(=O)c2ccc3c(c2)CCC(=O)N3)cc1 (stereo not drawn) | -0.4% | 6.3 | 0.7% | -3.6% | 2.4 | 4.8% | 2.9% | 20.5% | -10.3% | -4.2% | -0.1%
Cc1ccc(NC(=O)CCc2c(C)nn(-c3ccc(N4CCCCC4)nn3)c2C)cc1C | 0.2% | -8.8 | -6.5% | -1.9% | 1.9 | -1.5% | 1.5% | -26.3% | -14.1% | nt | -1.5%
O=S(=O)(c1cccc2cccnc12)N1CCCc2ccccc21 | -1.2% | 3.2 | -3.3% | -1.8% | -14.8 | -1.3% | -2.7% | 13.9% | nt | -0.1% | -1.7%
C[C@H](CO)N1C[C@H](C)[C@@H](CN(C)Cc2ccc(Oc3ccccc3)cc2)Oc2c(NS(=O)(=O)c3cn(C)cn3)cccc2C1=O | -1.6% | 16.7 | nt | -4.2% | nt | -1.5% | -15.3% | 6.9% | nt | nt | -7.8%
CCCOC(=O)c1[nH]c2c(c1C)C(=O)CC(c1cc(OC)c(OC)c(OC)c1)C2 (stereo not drawn) | 0.0% | 1.1 | 0.3% | -7.8% | 0.8 | ? | -5.3% | 0.0% | 1.6% | 8.8% | -2.0%
CCOC(=O)c1c(C)[nH]c(N=Nc2ccccc2Cl)c1C | -0.1% | 4.9 | 0.1% | 0.1% | -3.4 | 1.0% | -25.7% | 34.8% | nt | -9.7% | -12.2%

Screens deposited in PubChem BioAssay by National Center for Advancing Translational Sciences (NCATS).
